Bioassay records from PubChem.
Scp-1 inhibitor – Scp-1 phosphatase inhibitors, primary screen, biochemical, colorimetric, uHTS. Carboxy-terminal domain RNA polymerase II polypeptide A small phosphatase 1 (Homo …. Recombinant Scp1, phosphopeptide, malachite green phosphate absorbance. inhibition, % at 20 µM. 340,000 compounds, 0.88% hits. AID 493091, 2011;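 active = inhibition above about 50% at 20 µM, limit read from the data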;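 note: plate controls were DMSO wells with enzyme for no effect and wells lacking enzyme for full effect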
Target sequence (Q9GZU7 76-261 limits assumed): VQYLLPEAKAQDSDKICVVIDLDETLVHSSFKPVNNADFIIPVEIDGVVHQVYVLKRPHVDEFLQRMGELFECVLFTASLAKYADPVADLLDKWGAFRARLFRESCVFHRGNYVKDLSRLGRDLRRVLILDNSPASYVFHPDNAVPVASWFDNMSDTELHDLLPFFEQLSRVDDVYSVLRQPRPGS
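System: truncated SCP-1 phosphatase (76-261aa); medium: Tris acetate buffer pH 5.5 with MgCl2 and Tween-20; incubation: 45 min room-temperature reaction, 5 min colour, 30 min stabiliser; compound: single 20 µM dose, 1% DMSO; reagent: Phosphorylated 17-residue peptide substrate; read-out: % inhibition at 20 µM; technique: colorimetric free-phosphate detection, absorbance 630 nm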
DNMT1 inh – human DNMT1 methyltransferase inhibitors, primary screen, biochemical, molecular beacon, fluorescence, HinP1I cleavage, uHTS; DNA (cytosine-5)-methyltransferase 1 (Homo sapiens), P26358; inhibition (reported as % activation of signal), % at 10 µM; 360,000 compounds, 0.83% hits; AID 588458, 2011; in the data active = inhibition above about 50%
NadD block – inhibitors of S. aureus NadD, primary screen, biochemical, colorimetric, uHTS; 360,000 compounds, 0.78% hits; Nicotinate-nucleotide adenylyltransferase NadD (Staphylococcus aureus N315); inhibition, % at 20 µM; purified NadD enzyme, colorimetric absorbance read-out; in the data active = inhibition above about 26%; note: some compounds past the cut are filed as inactive
CSN deneddyl inh – inhibitors of CSN-mediated cullin deneddylation, primary screen, biochemical, fluorescence polarization, uHTS; COP9 signalosome complex subunit 5 (Homo sapiens), Q92905; Purified CSN, SCF-Nedd8-OG deneddylation; inhibition, % at 12.5 µM; 360,000 compounds, 0.38% hits; AID 651999, 2013;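 active = pattern-corrected inhibition above about 35%, with an unprinted fluorescence ratio check between 0.5 and 1.5, limit read from the data, passing the limit was not always enough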;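 note: 0% = enzyme with substrate and 100% = substrate without enzyme; some results filed as inactive read as strong as hits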
Target sequence (Q92905 whole entry, looked up, one chain of several): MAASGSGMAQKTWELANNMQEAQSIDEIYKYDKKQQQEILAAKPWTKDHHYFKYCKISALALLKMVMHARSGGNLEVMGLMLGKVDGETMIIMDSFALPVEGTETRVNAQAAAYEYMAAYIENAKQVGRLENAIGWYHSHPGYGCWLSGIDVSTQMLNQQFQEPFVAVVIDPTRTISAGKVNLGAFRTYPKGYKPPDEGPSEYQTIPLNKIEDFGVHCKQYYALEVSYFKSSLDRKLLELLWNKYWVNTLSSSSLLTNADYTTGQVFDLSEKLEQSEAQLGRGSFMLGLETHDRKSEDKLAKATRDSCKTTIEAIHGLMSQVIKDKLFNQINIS
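Detection – fluorescence polarization · System – HEK293T-derived human Csn5 enzyme · Controls – substrate-only high control, full reaction low control · Timing – 90 min, room temperature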
Tb MetRS inh – T. brucei MetRS inhibitors, primary screen, biochemical, luminescence | methionyl-tRNA synthetase (Trypanosoma brucei brucei) | purified T. brucei MetRS, ATP depletion, Kinase-Glo luminescence | inhibition, % at 11.9 µM | 360,000 compounds, 0.4% hits;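 active = inhibition above a per-plate cutoff of the control wells' mean inhibition plus 3 SD, cut at about 5.5% in these data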;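 note: 0% = DMSO wells median and 100% = median of wells with control inhibitor compound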
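Dosing: 11.9 µM single point; system: parasite MetRS enzyme; technique: luminescence of leftover ATP; times: 15 min enzyme-compound preincubation, 2 h reaction, 10 min detection, 25 °C; replicates: each compound tested once; read-out basis: percent inhibition relative to median high and low control wells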
LMPTP block – LMPTP phosphatase inhibitors, primary screen, biochemical, fluorescence intensity, uHTS. inhibition, % at 20 µM. 360,000 compounds, 0.22% hits. Low molecular weight phosphotyrosine protein phosphatase (Homo sapiens), P24666. recombinant LMPTP-A, OMFP fluorogenic substrate;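 active = compounds that cut the enzyme signal by at least half of the control window in the single-dose screen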;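 note: plate controls were DMSO wells with enzyme plus substrate for no effect and substrate without enzyme for full effect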
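Material: LMPTP-A; amount: 0.625 nM enzyme; doses: single 20 µM dose; times: reaction 50 min, room temperature, dark; technique: fluorescence intensity of OMFP turnover product; benchmarks: no-enzyme and uninhibited controls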
PABP1 MLLE inh – inhibitors of PABP1 MLLE–PAM2 peptide binding, primary screen, biochemical, fluorescence polarization, FITC-PAM2, GST-MLLE. Polyadenylate-binding protein 1 (Homo sapiens), P11940. inhibition, % at 20 µM. 360,000 compounds, 0.36% hits. AID 588489, 2011; in the data active = inhibition above about 35%, passing the limit was not always enough;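 note: plate controls were DMSO wells with GST-MLLE for no effect and wells lacking GST-MLLE protein for full effect; some results filed as inactive read as strong as hits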
SUMO1 PPI mod – modulators of SUMO1 protein-protein interactions, primary screen, biochemical, uHTS | SUMO1 binding to a labelled peptide, TR-FRET, 1 h | inhibition, % at 20 µM | 360,000 compounds, 0.33% hits; in the data active = inhibition above about 37%
Target sequence (P63165 whole entry, looked up): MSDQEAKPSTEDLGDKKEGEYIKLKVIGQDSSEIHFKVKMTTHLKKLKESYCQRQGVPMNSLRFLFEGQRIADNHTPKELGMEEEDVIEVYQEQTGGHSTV
STEP block – STEP phosphatase inhibitors, primary screen, biochemical, fluorescence intensity, uHTS | recombinant STEP, OMFP fluorogenic substrate | Tyrosine-protein phosphatase non-receptor type 5 (Homo sapiens), P54829 | inhibition, % at 20 µM | 360,000 compounds, 0.25% hits;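 active = inhibition at 20 µM, scaled per plate between control wells, above about 37%, limit read from the data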;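 note: 0% = DMSO with enzyme and substrate and 100% = substrate only without enzyme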
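System: STEP (striatal-enriched tyrosine phosphatase) enzyme, cell-free; medium: Bis-Tris pH 6.0 buffer with DTT, detergent; dosing: 20 µM, 1% DMSO; times: reaction 20 min, ambient temperature; detection: fluorescence, 480/540 nm; read-out basis: normalized % inhibition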
Rpn11 inh – Rpn11 (PSMD14) deubiquitinase inhibitors, primary screen, biochemical, fluorescence polarization, uHTS | 26S proteasome non-ATPase regulatory subunit 14 (Homo sapiens), O00487 | human 26S proteasome, Ub4-pepOG fluorescence polarization; 20S core pre-blocked with epoxomicin | calls only at 20 µM | 360,000 compounds, 0.59% hits | AID 588493, 2011;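 active = inhibition at 20 µM, scaled to each plate's controls, above about 33%, limit read from the data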
Target sequence (O00487 whole entry, looked up): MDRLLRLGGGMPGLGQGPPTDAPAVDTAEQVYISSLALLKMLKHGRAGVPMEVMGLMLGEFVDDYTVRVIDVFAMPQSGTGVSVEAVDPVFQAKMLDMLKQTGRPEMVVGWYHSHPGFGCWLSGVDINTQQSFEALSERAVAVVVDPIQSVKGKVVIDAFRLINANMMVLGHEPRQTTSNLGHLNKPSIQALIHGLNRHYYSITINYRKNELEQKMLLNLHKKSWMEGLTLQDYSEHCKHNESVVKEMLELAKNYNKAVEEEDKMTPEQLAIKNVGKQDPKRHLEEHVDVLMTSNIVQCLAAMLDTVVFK
* marks the source's active call; other numbers are inactive results; i = inactive; / = no result given.

SMILES	Scp-1 inhibitor	DNMT1 inh	NadD block	CSN deneddyl inh	Tb MetRS inh	LMPTP block	PABP1 MLLE inh	SUMO1 PPI mod	STEP block	Rpn11 inh
CCOC(=O)c1c(NC(=S)NC)sc2c1CC(C)(C)SC2	-13	-5	6	5	0.0	1.3	9	4	-3	i
CSCCC(NS(=O)(=O)c1ccc(C)cc1)C(=O)N1CCN(C(c2ccccc2)c2ccccc2)CC1 (centres undefined)	-2	-6	10	-2	0.4	2.1	10	0	1	i
CSc1ccccc1NC(=O)C1=COCCO1	-8	0	-3	1	-0.2	-0.1	-1	0	1	i
COc1ccc(CN(CC(=O)NCCc2ccccc2)C(=O)CCC(=O)Nc2ccccn2)cc1	-1	0	1	2	0.1	0.4	7	-6	1	i
Clc1nc(Cl)c2ncn(-c3ccccc3)c2n1	-5	4	-3	6	-0.4	0.0	-139	8	0	i
Cc1c(NS(=O)(=O)c2ccc3c(c2)Cc2ccccc2-3)c(=O)n(-c2ccccc2)n1C	-1	0	8	-3	-0.3	-0.8	0	1	0	i
C/C(=N\NC(=S)NC1CCCCC1)c1ccc(Cl)c(Cl)c1	-4	4	0	5	-0.9	2.8	30	2	2	i
CCOC(=O)C1CCCN(C(=O)Cn2cnc3sc(C)c(S(=O)(=O)N4CCOCC4)c3c2=O)C1 (centres undefined)	-1	-2	-5	2	-1.1	0.4	-3	0	-3	i
CCOC(=O)C1(C)CCN1C(=O)c1cccc2ccccc12 (centres undefined)	/	-3	2	-1	0.2	0.4	3	-8	0	i
CCCNC(=O)C1(C)CCN(Cc2ccc(C)c3ccccc23)C1 (centres undefined)	/	6	-4	-5	-0.3	0.6	8	-5	-1	i
COc1ccc(Cc2c(-c3cccc(Br)c3)nc3ccc(Cl)cn23)c(C)c1	/	42	5	5	-0.1	1.6	-45	6	-3	i
C=CCN1C(=O)C(CC(=O)O)SC1=Nc1c(C)n(C)n(-c2ccccc2)c1=O (centres undefined)	-2	5	2	-1	-0.9	-1.6	1	1	-2	i
CCn1c(SCC(=O)Nc2ccccc2N2CCOCC2)nnc1-c1ccccc1	0	-6	-4	3	-0.1	-0.8	7	1	-5	i
CN(C(=O)COC(=O)COc1ccc2ccccc2c1)c1ccccc1	/	-8	-10	0	0.0	-0.1	-9	-6	-1	i
COc1ccc(-c2c(NCCc3ccccc3)c(=O)c2=O)cc1	35	21	-3	5	-0.5	12	16	-1	25	i
O=C(Nc1ccc2c(c1)Cc1ccccc1-2)c1ccccc1F	-7	6	-2	-3	-0.1	-1.6	-7	0	-2	i
O=c1oc2ccccc2n1CCCCCn1c(=O)oc2ccccc21	1	2	-3	-3	-1.2	-0.3	-7	1	3	i
CC1CCCN(c2nc(N(C)c3ccccc3)nc(N)c2[N+](=O)[O-])C1 (centres undefined)	-3	1	-2	0	-0.3	1.8	3	-1	-1	i
O=C(CSc1ccc2nnc(-c3ccc(F)cc3)n2n1)N1CCOCC1	3	3	1	-2	0.5	0.2	-6	-7	0	i
CC(C)Oc1ccccc1/C=N/NC(=O)c1ccc(F)cc1	-1	3	1	-4	-0.9	1.3	5	1	0	i
O=C(N/N=C/c1cccnc1)c1ccccc1OCc1cccc(Br)c1	-5	-1	5	-10	0.4	2.3	3	-13	5	i
O=S(=O)(Nc1ccc(Oc2ncccn2)c(Cl)c1)c1ccc(F)cc1	-9	1	-6	6	-1.0	-1.4	-6	-2	-2	i
COc1ccc(OC)c(-c2nc(C(N)=O)c3[nH]c(=O)n(-c4ccc(F)cc4)c3n2)c1	-13	1	6	-1	-0.3	1.6	11	4	1	i
Cc1ccc(NC(=O)CCc2ccccc2)cc1S(=O)(=O)N1CCOCC1	-5	0	-6	-2	-0.1	-2.2	-13	4	2	i
CC(C)OC(=O)N(C)C[C@@H]1OCc2cn(nn2)CCCC(=O)N([C@H](C)CO)C[C@H]1C	/	5	-1	-4	-2.7	1.5	-7	4	-4	i
CC(C)C(NC(=O)CSc1ccc(Cl)cc1)C(C)C	-10	8	-5	0	-0.1	1.3	16	0	-2	i
CCOC(=O)c1c(OCC)[nH]c2ccc(O)cc12	6	-1	0	10	0.0	-1.7	-7	0	1	i
CNC(=O)C1Cc2c(-c3ccccc3Oc3ccccc3)ccnc2O1 (centres undefined)	/	0	-2	5	-0.2	-0.4	4	1	-1	i
COCCN(Cc1cc2cc3c(cc2nc1Cl)OCO3)C(=O)Nc1ccc(F)cc1	-8	0	3	5	0.3	-1.0	8	6	-1	i
CCOC(=O)C1=CN(Cc2cccc(F)c2)S(=O)(=O)NC1c1ccc(Br)cc1F (centres undefined)	1	-5	-11	2	-2.4	1.7	3	2	-4	i
Cc1cccc(C(=O)OCN2C(=O)c3ccccc3C2=O)c1[N+](=O)[O-]	-8	0	-6	-2	-0.2	1.2	7	-7	-1	i
COc1ccc(NC(=O)CC2C(=O)N(C)C(=S)N2CCc2ccccc2)cc1 (centres undefined)	4	-7	-11	1	50*	-1.4	-6	-2	0	i
Cc1ccc(NC(=O)C(OC(=O)c2ccc(NC(N)=O)cc2)c2ccccc2)cc1Cl (centres undefined)	-10	-22	10	0	0.4	3.0	2	2	-2	i
CSc1nc(C)c(CCOCc2ccccc2)c(=O)[nH]1	-1	-3	0	0	0.3	-2.8	4	1	2	i
FC(F)(F)c1ccc(-c2nnc(-c3ccccn3)c(-c3ccccn3)n2)nc1	-3	1	2	-4	-0.1	-1.4	-6	-31	0	i
O=c1c2ccccc2cnn1Cc1ccc(Cl)c(Cl)c1	-8	1	1	5	-0.2	1.2	-11	5	-1	i
O=S(=O)(NCCn1cccc1)c1ccc2ccccc2c1	-10	-3	-6	-6	-0.7	-0.3	15	-2	0	i
CC12CCC(=O)C=C1CCC1C2C(=O)CC2(C)C1CCC2(O)C(=O)CO (centres undefined)	3	1	2	7	0.8	0.2	2	2	-2	i
COc1ccc(Nc2nc3cc(-c4ccsc4)sc3c(=O)n2C)cc1OC	/	-8	0	0	-0.3	1.9	-7	-19	1	i
CC(=O)N1CCN(S(=O)(=O)c2cccc(C(=O)Nc3ccc(C)cn3)c2)CC1	1	1	-1	7	-0.7	-3.3	6	2	-4	i
NC(=O)N/N=C/c1ccc(N2CCOCC2)s1	3	-6	2	5	-1.3	-1.3	-95	-15	-2	/
C=C1CC2C3CC[C@@]4(OCOC45COCO5)[C@@]3(C)C(O)CC2[C@@]2(C)CCC(=O)C=C12 (some centres undefined)	1	-4	1	-6	-0.1	-0.3	-6	-1	-3	i
CCCCOCCCNC(=O)C[C@@H]1C[C@@]2(C(=O)OC)CCCCC=C2N(Cc2ccco2)C1=O	/	/	2	-1	-0.3	-1.0	/	-4	/	/
COc1ccc(OCC(=O)NNC(=O)c2ccccc2OCc2c(C)noc2C)cc1	-7	-1	-8	-3	-0.4	-1.0	-10	5	-2	i
CCOC(=O)Cc1csc(NC(=O)C(NC(=O)C2CCCCC2)C(C)C)n1 (centres undefined)	-9	0	-4	0	-0.3	-0.9	2	-1	-2	i
CCn1c(N)c(C(=O)Nc2ccccc2C(=O)OC)sc1=S	-17	-16	-9	-2	-0.7	4.3	27	-5	6	i
O=C(Cc1ccccc1[N+](=O)[O-])Nc1nccs1	-12	-10	1	0	-0.6	-0.4	-1	-13	1	i
CCc1nnc(NC(=O)CCC(=O)N2CCC(Cc3ccccc3)CC2)s1	-11	-1	9	4	0.2	-2.9	11	-1	0	i

A second format for 3 compounds above:
SMILES: COc1ccc(Nc2nc3cc(-c4ccsc4)sc3c(=O)n2C)cc1OC
  Scp-1 inhibitor = /
  DNMT1 inh = -8
  NadD block = 0
  CSN deneddyl inh = 0
  Tb MetRS inh = -0.3
  LMPTP block = 1.9
  PABP1 MLLE inh = -7
  SUMO1 PPI mod = -19
  STEP block = 1
  Rpn11 inh = i
SMILES: CC(=O)N1CCN(S(=O)(=O)c2cccc(C(=O)Nc3ccc(C)cn3)c2)CC1
  Scp-1 inhibitor = 1
  DNMT1 inh = 1
  NadD block = -1
  CSN deneddyl inh = 7
  Tb MetRS inh = -0.7
  LMPTP block = -3.3
  PABP1 MLLE inh = 6
  SUMO1 PPI mod = 2
  STEP block = -4
  Rpn11 inh = i
SMILES: NC(=O)N/N=C/c1ccc(N2CCOCC2)s1
  Scp-1 inhibitor = 3
  DNMT1 inh = -6
  NadD block = 2
  CSN deneddyl inh = 5
  Tb MetRS inh = -1.3
  LMPTP block = -1.3
  PABP1 MLLE inh = -95
  SUMO1 PPI mod = -15
  STEP block = -2
  Rpn11 inh = /

The listing continues:
SMILES	Scp-1 inhibitor	DNMT1 inh	NadD block	CSN deneddyl inh	Tb MetRS inh	LMPTP block	PABP1 MLLE inh	SUMO1 PPI mod	STEP block	Rpn11 inh
Cc1cc(=O)[nH]c(SCC(=O)N2CCCc3ccccc32)n1	-7	1	0	1	-1.6	-1.9	24	-4	-1	i
O=c1cc(-c2ccc([N+](=O)[O-])cc2)c2cc3c(cc2[nH]1)OCCO3	0	-8	4	3	-0.4	0.2	0	-32	2	i
O=C(CC1CCCC1)NCCc1cn2ccccc2n1	-8	1	-6	3	-0.3	-1.8	-6	6	-4	i
CCN(CC)C(=O)C1CCCN(c2ccc([N+](=O)[O-])cc2/C=N/NC(=O)c2ccccc2)C1 (centres undefined)	-5	7	6	-4	-0.8	-0.5	5	-18	4	i
Cc1onc(-c2c(F)cccc2Cl)c1C(=O)NCc1ccc(S(N)(=O)=O)cc1	-8	4	-1	2	0.4	-1.2	-7	4	0	i
Cc1ccnc(NS(=O)(=O)c2ccccc2)c1	-6	0	2	4	-1.5	-0.3	18	2	-2	i
CC(=O)c1ccc(C(=O)N2CCc3c([nH]c4ccccc34)C2c2cccc(C)n2)s1 (centres undefined)	-6	-3	7	-1	1.4	2.5	3	-14	0	i
Cc1ccc(S(=O)(=O)N/N=C\C=C\c2ccccc2)cc1	-1	7	-2	-4	-1.6	0.1	-12	-5	-4	i
